Dicer processing – blocks human Dicer maturation of pre-miR-21; Q9UPY3; cat-ELCCA pre-miR-21 Dicer processing, chemiluminescence; active compounds read high; z-score at 25 µM; hit rate 6% among 47,000; AID 1347074; in the data active = z-score above about 3, passing the limit was not always enough;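 note: plate controls were vehicle for no effect and no enzyme for full effect; higher signal means more uncleaved substrate so more Dicer inhibition; strong numbers were not always called active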
An asterisk follows results filed as active; & = joins results of further samples. This is a subset. The share of hits here may be higher or lower than overall.

Molecule,Dicer processing
COc1ccc(NC(=O)c2c(NC(=O)c3ccco3)sc3c2CCCCC3)cc1,0.2
Cn1nccc1NC(=O)c1ccccc1Cl,-0.77
CCOC(=O)CSC1=C(C#N)C(c2ccc(C(C)C)cc2)CC(=O)N1 (stereo not given),0.12
Cc1ccc(-n2nc(C(=O)O)c(C)c(C#N)c2=O)cc1Cl,-1.1
O=C(c1cc2n(n1)C(C(F)(F)F)CC(c1ccc(Cl)cc1)N2)N1CCCC1 (stereo not given),1.7
COc1ccc(CN2C(=O)c3oc4ccc(C)cc4c(=O)c3C2c2ccc(O)cc2)cc1 (stereo not given),-1.6
CC(C)(C)c1ccc(NC(=O)Nc2ccc3ccccc3n2)cc1,0.64
COCCCNc1ncnc2sc3c(c12)CCC(C)C3 (stereo not given),-0.65
COc1ccc(Oc2coc3cc(OC(=O)c4ccc(Br)cc4)ccc3c2=O)cc1,5.4*
COc1ccc(OC)c(C2N=C(Nc3ccc(F)cc3)Nc3nc(C)cc(=O)n32)c1 (stereo not given),0.76
O=C(c1ccco1)c1cn(CCOc2ccc(F)cc2)c2ccccc12,1.6
CN(C)C=NC(=S)c1sccc1CSc1ccc(Cl)cc1,-0.86
CCc1ccn2cc(Nc3ccccc3Cl)nc2c1,-7.3
COc1cc2nc(-c3ccc(C)c(C)c3)oc(=O)c2cc1OC,-1.2
CC(C)c1nn(-c2ccc(C(F)(F)F)cn2)c(=O)o1,1.6
Clc1ccc(-c2noc(-c3ccco3)n2)cc1,47
Cn1nc(NC(=O)CC(C)(C)CC(=O)O)c2ccccc21,-0.59
O=S(=O)(Oc1ccccc1N1CCCCC1)c1ccccc1,1.4
CCOC(=O)c1nn(-c2ccc(Cl)cc2Cl)c(=N)c(C#N)c1C,-1.2
Cc1onc(-c2c(Cl)cccc2Cl)c1NC(=O)NN(C)c1cccc(F)c1C#N,-0.17
COc1ccc(NC(=O)CSc2c(Cl)c(Cl)cc(Cl)c2Cl)cc1,0.57
CC(=O)NNC(=O)N1Cc2ccccc2Oc2ccc(Cl)cc21,1.8
Nc1c(C(=O)Nc2ccccc2)sc2nc(-c3ccncc3)ccc12,0.7
CCCCCc1c(C)[nH]c(=S)[nH]c1=O,0.61
Cc1cc(C)nc(Nc2n[nH]c(-c3cccnc3)n2)n1,0.09
CC(C)(C)c1csc(CS(=O)(=O)c2ccccn2)n1,0.06
Cn1c(C2CC(=O)N(c3ccccc3)C2)nc2ccccc21 (stereo not given),-0.05
O=c1cc(-n2ccc(C(F)(F)F)n2)oc2ccccc12,0.71
O=C1OC(c2ccc(Cl)cc2)c2ccccc21 (stereo not given),1.1
CCc1ncc(C(O)(c2ccccc2)c2cc(C)ccc2C)n1C (stereo not given),1.3
Nc1ccc2nc(SCc3ccc(Cl)cc3)sc2c1,3.9*
CCOC(=O)CCn1c(=S)n(CCC(=O)OCC)c2ccccc21,-0.59
N#C/C(=C\N1CCN(C(c2ccccc2)c2ccccc2)CC1)S(=O)(=O)c1ccccc1,-1.9
COC(=O)c1ccc(COc2ccc3c(c2)oc(=O)c2cc(OC)ccc23)o1,-0.97
COc1cc(/C=N/NC(=S)Nc2ccccc2OC)ccc1O,5.1*
O=C(NNc1nccc(-c2cccnc2)n1)Nc1ccc(SC(F)(F)F)cc1,-0.78
CCN(CC)Cc1cc(O)c(CN(CC)CC)cc1O,-2
Cc1ccc(S(=O)(=O)Nc2cnc3ccccc3c2)c(C)c1C,-0.9
COc1ccc(-c2cc(C(F)(F)F)nc(SCCC(=O)N3CCCC3)n2)cc1,3.3*
Cc1oc2ccccc2c1CNC(=O)Nc1ccc(Br)cc1,-1.7
Cc1cc(F)ccc1NCc1ccc2c(c1)OCCO2,4.9
CC1=C(C(=O)OC2CCCCC2)C(c2ccccc2OC(C)C)C2=C(CCCC2=O)N1 (stereo not given),0.07
Cc1noc(C)c1-c1nc(CSc2n[nH]c(=O)n2C2CC2)no1,-0.97
CS/C(NCc1cccnc1)=C(/C#N)C(=O)c1cccs1,1.6
CS/C(N)=N/N=C(\C)c1ccc(Cl)c(Cl)c1,-1
Cc1nn(-c2ccccc2)nc1-c1n[nH]c(=S)n1-c1ccc(Cl)cc1,0.9
Cc1ccc(C2CC(C(F)(F)F)n3ncc(C(=O)O)c3N2)cc1 (stereo not given),0.54
CC(=O)n1cc(/C=C2/N=C(c3ccccc3)OC2=O)c2ccccc21,3*

4 entries from above, set out differently:
compound: CS/C(NCc1cccnc1)=C(/C#N)C(=O)c1cccs1
- Dicer processing = 1.6

compound: Cc1cc(F)ccc1NCc1ccc2c(c1)OCCO2
- Dicer processing = 4.9

compound: Cc1nn(-c2ccccc2)nc1-c1n[nH]c(=S)n1-c1ccc(Cl)cc1
- Dicer processing = 0.9

compound: Cc1ccc(S(=O)(=O)Nc2cnc3ccccc3c2)c(C)c1C
- Dicer processing = -0.9

Following part.
Molecule,Dicer processing
COc1ccc([C@@H]2Sc3ccccc3N(CCN(C)C)C(=O)[C@@H]2OC(C)=O)cc1,-0.98&-0.66
Clc1cccc(-c2nc(-c3ccncc3)no2)c1,0.43
CCn1cc(Br)c(C(=O)OCC23COC4c5ccccc5OC(C)(CC2C)C4C3C)n1 (stereo not given),1.9
NS(=O)(=O)c1ccc(CNS(=O)(=O)Cc2ccccc2)cc1,-0.27
COc1cc(C(c2c(C)[nH][nH]c2=O)c2c(C)[nH][nH]c2=O)ccc1OC(C)C,-5.3
COC(=O)N/N=C(\C)c1ccc(-c2ccccc2)cc1,0.03
COc1cccc(C2CC(=O)Nc3nc(N)[nH]c(=O)c32)c1OC (stereo not given),-1.1
CN1N=C(C(C)(C)C)CSC1=Nc1ccccc1,0.46
O=c1[nH]c2ccc(Cl)cc2c2oc(-c3ccccc3)nc12,0.26
NS(=O)(=O)c1ccc(NNC(=S)NCc2ccc(F)cc2)cc1,1.3
CN(C)c1nc(Oc2ccc(=O)n(C)n2)nc(N2CCCCC2)n1,-0.17
C=CCNC(=O)CSc1nc(-c2cccs2)cc(C(F)(F)F)n1,0.98
COc1ccc(-c2nnc(SCCC(=O)O)o2)cc1,-0.26
N#CC(=Nc1ccc(C2CCCCC2)cc1)C1=C(O)c2ccccc2C1=O,1.7
CS(=O)(=NS(=O)(=O)c1ccc(Cl)c(Cl)c1)c1ccccc1 (stereo not given),-2.2
Cc1ccc(-c2nnc(SCC(=O)O)o2)cc1,0.56
Cc1ccc(Sc2nc3ccccc3c(C)c2C#N)cc1,-0.84
CCc1nn2c(-c3ccccc3OC)ccnc2c1-c1ccccc1,-0.67
Cc1ccc(S(=O)(=O)NC(=O)NC2CCN(c3nccc(C(F)(F)F)n3)CC2)cc1,-0.94
CCN(CC)S(=O)(=O)C1CCS(=O)(=O)C1 (stereo not given),1.3
Cn1c(=O)c2c3oc(-c4ccc([N+](=O)[O-])cc4)nc3c(=O)n(C)c2n(C)c1=O,-3.1
CC(=O)OCc1c(OC(C)=O)ccc2c([N+](=O)[O-])c(C)n(-c3ccc(C)cc3)c12,1.2
CCCCCc1ccc(S(=O)(=O)Nc2cnc3ccccc3c2)cc1,0.35
CC(=O)n1nccc1-c1sc(COc2cccc(Cl)c2)nc1C,-0.39
CCOC(=O)c1sc(Nc2nc(OC)cc(OC)n2)nc1C,0.27
CN=C(C)/C(C(=O)OC)=C(\O)c1ccc(C(F)(F)F)cc1,-1.2
COc1ccc(-n2ncc(C(=O)NCc3c(Cl)cccc3Oc3ccccc3)c2C)cc1,-3
CCOC(=O)NC(=S)NCc1ccco1,-0.43
CCOc1ccc(C2C(C(=O)OC3CCCC3)=C(C)NC3=C2C(=O)CCC3)cc1 (stereo not given),-0.92
CCOc1ccc(S(=O)(=O)N2CN3CCN(C3)C2)cc1,3.2*
CCC(C)C(NC(=O)OCc1ccccc1)C(=O)NCC(=O)O (stereo not given),-0.5
COc1ccc(C2CC(=O)C3=C(C2)Nc2ccccc2NC3c2coc3ccccc3c2=O)cc1OC (stereo not given),0.69
Cc1ccc(NS(=O)(=O)N(C)C)cc1,-0.47
NS(=O)(=O)c1ccc(Nc2nc(-c3cccnc3)cs2)cc1,1.4
CCOC(=O)/C(C#N)=C/Nc1ncc(C(F)(F)F)cc1Cl,-0.96
COC(=O)C1=C(Nc2ccc(OC(=O)c3ccccc3Cl)cc2)CSC1,-1.5
Clc1ccc(SCSc2ccc(Cl)cc2)cc1,-1.3
CC1=C(/C=C/C(C)=C/C=C/C(C)=C/C(=O)O)C(C)(C)CCC1,-0.66
CS(=O)CC(O)(c1ccc(Cl)cc1)c1ccc(Cl)cc1 (stereo not given),2.1
Cc1cc(C(=O)O)c(C)n1Cc1ccncc1,-1.2
CCOC(=O)c1cc(CSc2nnc(SC)s2)on1,1.6
CCCN1C(=O)C(O)(CC(=O)c2ccc(C(C)(C)C)cc2)c2cc(Br)ccc21 (stereo not given),-1.8
COc1ccc(OC)c(Nc2nc(-c3ccncc3)cs2)c1,1.7
COc1cccc(C2CC(c3ccc(OCc4ccccc4)cc3)n3ncnc3N2)c1 (stereo not given),-0.31
Cn1c(=O)c2[nH]c(NCCc3ccccc3)nc2n(C)c1=O,1
CC1CN(c2nc3ccccc3nc2SCC(=O)NCc2ccco2)CC(C)O1 (stereo not given),1.6
COc1ccc(C2=Cc3ccccc3C(C)(C)O2)cc1,-1.4
CCOC(=O)c1cnc(N)nc1C(F)(F)F,1.7
COC(=O)c1ccc(S(=O)(=O)NCc2ccc3c(c2)OCO3)n1C,6.1
Cn1nnnc1SCCNCc1cc(Cl)ccc1OCc1ccccc1Cl,0.51
CCOC(=O)c1ccc(OCc2nc(-c3ccc(Br)cc3)no2)cc1,0.22
CCOC(=O)CSc1nc2c(cc1C#N)CCCCC2,0.49
CN/N=C/c1ccc(-c2ccc([N+](=O)[O-])cc2)o1,2.1
O=c1[nH]c2cc(Cl)c(Cl)cc2n1-c1ccncc1,0.21
O=C(Nc1cccc(C(F)(F)F)c1)c1cc(-c2ccccc2)c(C(F)(F)F)s1,0.8
COc1ccccc1-c1nc2ccccc2c(=O)o1,-1.8
CC(C)NC(=O)Oc1noc2ccc(Cl)cc12,0.8
Cc1oc(S(=O)(=O)N2CCCCC2)cc1C(=O)Nc1ccccc1,-0.77
COc1cc2cc(OS(=O)(=O)c3ccc(C)cc3)nc(C)c2cc1OC,-0.47
Cn1c(N2CCN(c3ccc(C(F)(F)F)cn3)CC2)cc(=O)n(C)c1=O,0.67

The list continues:
Molecule,Dicer processing
CC(=O)Nc1ccc2c(c1)C(=O)N(C)C2=O,-0.25
Oc1ccccc1-c1ccnc2cc(-c3ccccc3)nn12,4.4*
CCOC(=O)/C(C#N)=C/c1cccc(OC)c1OC,-0.61
NC(=O)c1oc2ccccc2c1NC(=O)c1ccc(S(=O)(=O)N2CCCC2)cc1,-0.73
O=C(CC1(O)C(=O)N(CN2CCCCC2)c2ccc(Br)cc21)c1ccc(Cl)cc1 (stereo not given),-0.38
Cc1ccc(Oc2ccc3nnc(-c4ccccc4)n3n2)cc1C,-0.38
CCCS(=O)(=O)C/C(N)=N/OC(=O)Nc1ccc(Cl)cc1,2.8
CSc1cc(-c2ccc(Cl)cc2)[nH]n1,0.25
Cc1ccsc1C1Nc2ccc3ccccc3c2C2=C1C(=O)CCC2 (stereo not given),-1.2
Clc1ccc(-c2nnc(NCCN3CCOCC3)c3ccccc23)cc1,1.6
CCOc1ccc2c(c1)C(C)=CC(C)(C)N2C(=O)Nc1ccc(F)cc1,0.91
O=C(CSc1nc2cc(Cl)ccc2o1)c1ccc(F)cc1,-0.04
COC(=O)c1cc(-c2ccc(F)cc2)no1,1.5
CCOc1cccc2c1N(C(C)=O)C(C)(C)C(=S)C2=C1SC(C(=O)OC)=C(C(=O)OC)S1,0.96
Cc1nc2c(=O)n(C)c3c(c(=O)n(C)c(=O)n3C)c2o1,4.8
CC(C)OC(=O)Nc1cc(Cl)cc(Cl)c1,-0.87
O=C(c1ccc(Cl)cc1)C(Sc1ccc(Cl)cc1)c1ccccc1 (stereo not given),-1
CCCOc1cccc(C2c3c(oc4ccccc4c3=O)C(=O)N2c2nnc(C)s2)c1 (stereo not given),-0.58
COc1ccc(C2CC(=O)C3=C(C2)Nc2ccccc2NC3c2ccc(OC)c(OC)c2)cc1 (stereo not given),0.29
COc1cccc(C2=NN3C(C2)c2cc(Br)ccc2OC3c2ccncc2)c1 (stereo not given),6.7*
CCCCCOC(=O)C1=C(C)NC2=C(C(=O)CCC2)C1c1coc2ccccc2c1=O (stereo not given),1.6
N#Cc1c(-c2ccc(Cl)cc2)nc(N/N=C/c2cccs2)[nH]c1=O,3.5*
NS(=O)(=O)c1ccc(Cl)cc1Sc1ccccc1C(=O)O,-0.59
Cc1cc(N(Cc2ccc(Cl)cc2)C(=O)c2ccc(Cl)cc2)no1,-0.61
CCC(=O)Nc1cccc(C(=O)OC)c1,2.8
O=[N+]([O-])c1ccc(Oc2n[nH]c3ccccc23)nc1,0.34
C/C(=N\C(=O)NN)c1cnn(-c2ccccc2)c1C,-0.16
Cc1ccc(C(=O)CSC#N)o1,-2.4

Source: PubChem BioAssay (Center for Chemical Genomics, University of Michigan)
